# Screening results (PubChem)
# PPARg SRC-1 ag – PPARgamma agonists recruiting SRC-1 coactivator, primary screen, biochemical | Peroxisome proliferator-activated receptor gamma (Homo sapiens), P37231 | PPARgamma-SRC-1 coactivator recruitment biochemical assay | activation, % at 8 µM | 200,000 tested, 0.41% active | AID 631, 2007; in the data active = activation above about 19%;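 also: 0% = DMSO and 100% = reference agonist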
# Target sequence (P37231 whole entry, looked up): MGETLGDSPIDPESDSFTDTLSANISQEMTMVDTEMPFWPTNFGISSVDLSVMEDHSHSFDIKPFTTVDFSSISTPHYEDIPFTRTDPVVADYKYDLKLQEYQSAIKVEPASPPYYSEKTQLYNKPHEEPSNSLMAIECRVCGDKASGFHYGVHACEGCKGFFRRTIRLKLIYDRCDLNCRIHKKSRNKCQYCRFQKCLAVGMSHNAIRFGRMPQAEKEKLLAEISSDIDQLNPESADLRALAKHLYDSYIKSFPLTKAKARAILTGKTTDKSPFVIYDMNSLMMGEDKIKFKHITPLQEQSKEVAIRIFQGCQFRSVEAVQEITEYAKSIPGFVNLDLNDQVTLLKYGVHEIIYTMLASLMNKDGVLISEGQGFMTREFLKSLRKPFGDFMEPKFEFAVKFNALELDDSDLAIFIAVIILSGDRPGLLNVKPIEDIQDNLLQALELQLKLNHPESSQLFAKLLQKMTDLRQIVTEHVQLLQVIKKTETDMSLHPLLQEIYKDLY
# PPARg SRC-3 ag – PPARgamma agonists recruiting SRC-3 coactivator, primary screen, biochemical; biochemical PPARgamma/SRC-3 coactivator recruitment assay; AID 731, 2007; 200,000 tested, 0.26% active; Peroxisome proliferator-activated receptor gamma (Homo sapiens), P37231; activation, % at 8 µM; in the data active = activation above about 23%;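 also: 0% = DMSO and 100% = reference agonist; some compounds past the cut are filed as inactive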
# PPARg SRC-2 ag – agonists of PPARg-SRC-2 recruitment, primary screen, biochemical, HTS | Peroxisome proliferator-activated receptor gamma (Homo sapiens), P37231 | PPARgamma LBD-SRC-2 recruitment | 200,000 tested, 0.34% active | activation, % at 8 µM; in the data active = activation above about 22%;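 also: 0% = vehicle and 100% = reference agonist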
# Diaph act CS – compounds boosting diaphorase resazurin reduction – biochemical, uHTS, resorufin fluorescence, counter-screen for diaphorase-coupled primary assays, primary screen | Diaphorase/resazurin coupled assay, 16 min; stronger effect = higher value; 1 = vehicle wells, 0 = NADH-free wells | activation factor at 20 µM | 190,000 tested, 0.005% active | AID 1229, 2008;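 active = diaphorase activity raised at least twofold by the compound at 20 µM; inactive = activation factor below 2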
#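 Assay system: Purified diaphorase enzyme from Clostridium kluyveri | Amount: Enzyme 0.07 U/mL final | Dosing: Compound 20 µM once, DMSO 1% | Timing: 16 min reaction at room temperature | Detection: Fluorescence, excitation 544 nm and emission 590 nm | Evaluation: Higher resorufin formation from activation or reduction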
# G6PDH counter – L. mesenteroides G6PDH inhibitors, counter-screen for G6PDH-coupled screening assays, biochemical, Leuconostoc mesenteroides enzyme; 200,000 tested, 0.12% active; glucose-6-phosphate dehydrogenase [Leuconostoc mesenteroides]; Purified L. mesenteroides G6PDH, diaphorase/resazurin coupled fluorescence, 45 min; inhibition, % at 5 µM; in the data active = inhibition above about 50%
# SRC2 TRFRET art – TR-FRET signal artefacts, primary screen, artefact control for PPARgamma SRC-2 agonist project, biochemical; TR-FRET artefact counter-screen; stronger effect = higher value; TR-FRET ratio at 8 µM; 200,000 tested, 0.4% active; AID 1049, 2008; in the data active = TR-FRET ratio above about 2000; also: inactives centre near 1500
# ROMK primary – ROMK potassium channel modulators, primary screen, cell-based, thallium flux, MLSMR library; 130,000 tested, 2% active; B-score at 10 µM; Tet-inducible ROMK, thallium flux fluorescence; actives lie on both sides;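 active = signal ratio slope over the read window, or its plate-corrected B-score, at least 3 SD from the plate mean, either direction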;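 also: B-score of the F/F0 ratio slope over 7 to 12 s after thallium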
# Target sequence (P48048 whole entry, looked up): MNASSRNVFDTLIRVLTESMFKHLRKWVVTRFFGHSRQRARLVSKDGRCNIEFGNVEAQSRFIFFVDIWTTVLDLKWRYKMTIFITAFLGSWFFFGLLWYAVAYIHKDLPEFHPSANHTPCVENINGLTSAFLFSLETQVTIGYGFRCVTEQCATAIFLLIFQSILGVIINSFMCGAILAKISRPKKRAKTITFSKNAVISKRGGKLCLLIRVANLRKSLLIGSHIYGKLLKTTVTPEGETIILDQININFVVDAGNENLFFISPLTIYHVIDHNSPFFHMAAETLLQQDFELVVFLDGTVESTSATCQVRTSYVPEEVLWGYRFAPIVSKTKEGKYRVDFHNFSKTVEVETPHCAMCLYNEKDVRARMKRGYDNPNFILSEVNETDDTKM
# PMI activator – activators of human PMI, primary screen, biochemical, fluorescence intensity, near-Km mannose 6-phosphate; activation factor at 20 µM; 190,000 tested, 0.005% active; purified human PMI, coupled resazurin fluorescence, 20 min; stronger effect = higher value; 1 = vehicle control, 0 substrate-free wells;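 active = activation factor of 2 or more at 20 µM, relative to plate controls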
# Diaphorase inh – diaphorase inhibitors and chemical oxidizers, primary screen, counter-screen for diaphorase-coupled primary assays, biochemical, uHTS, resorufin fluorescence; 190,000 tested, 0.69% active; inhibition, % at 20 µM; AID 1217, 2008; diaphorase resazurin-to-resorufin fluorescence, NADH, 16 min; bacterial (C. kluyveri) enzyme, not human;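 active = primary screen inhibition at 20 µM above a set limit, cut at about 50% in these data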;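 also: plate controls were DMSO with full reaction for no effect and wells lacking NADH for full effect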
#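 Detection: fluorescence of resorufin formed from resazurin, Ex 544/Em 590 nm; test system: Clostridium kluyveri diaphorase enzyme; amount: 0.14 U/mL diaphorase, enzyme working solution; times: 16-min room-temperature incubation before reading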
# PMI act hi M6P – human PMI activators, high substrate, primary screen, biochemical, fluorescence intensity, near-saturating mannose 6-phosphate; activation factor at 20 µM; coupled PMI enzyme assay, resazurin fluorescence, 20 min; stronger effect = higher value; 1 = untreated enzyme, 0 = substrate-free blank; AID 1216, 2008; Mannose-6-phosphate isomerase (Homo sapiens), P34949; 190,000 tested, 0.34% active;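 active = activation factor of 2 or more at 20 µM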
#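 Test system: human phosphomannose isomerase with PGI, G6PDH, diaphorase coupling enzymes; amount: 15 ng/mL PMI; incubation: enzyme reaction with compound 20 min at room temperature; technique: resorufin fluorescence (Ex 544/Em 590 nm) from resazurin via diaphorase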
# S1P3 antag – S1P3 receptor antagonists, primary screen, cell-based; inhibition, % at 4.98 µM; 170,000 tested, 0.27% active; Sphingosine 1-phosphate receptor 3 (Homo sapiens), Q99500; CHO S1P3 NFAT-BLA reporter, FRET fluorescence, antagonist mode;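 active = inhibition above the plate cutoff, the mean inhibition of test wells on that plate plus 3 SD, cut at about 28% in these data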;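 also: cells challenged with S1P at its EC80 of 0.8 µM; blue over green emission ratio from cleaved BLA substrate after 4 h stimulation; 0% = S1P-stimulated wells and 100% = unstimulated DMSO-only wells; some compounds past the cut are filed as inactive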
# * hit, by the source's call; nt = not tested or not shown. Not a hit list (roughly 3.3% active in at least one column).
SMILES,PPARg SRC-1 ag,PPARg SRC-3 ag,PPARg SRC-2 ag,Diaph act CS,G6PDH counter,SRC2 TRFRET art,ROMK primary,PMI activator,Diaphorase inh,PMI act hi M6P,S1P3 antag
COc1ccc2[nH]c(=O)c(CNC3CCCCC3)cc2c1,-3,0,-3,1,-29,1533,nt,0.9,-4,1,0
CCOC(=O)c1sc(Nc2nc3ccc(OC)cc3s2)cc1C,3,6,10,0.8,-5,1802,nt,0.8,19,0.8,-12
Cc1ccc(CSCC(=O)Nc2ccc3c(c2)OCO3)cc1,-1,9,8,1,10,1670,-0.91,1,-3,1,nt
Cc1ccc(S(=O)(=O)Nc2ccccn2)cc1[N+](=O)[O-],8,3,0,1,3,1492,-5.9*,1.1,0,1,-4
Cc1nc(C)c(C(=O)Nc2nc3c(C)cccc3s2)o1,-1,-11,3,0.8,-5,1531,-0.15,1.1,15,1.2,9
NS(=O)(=O)c1ccc(CCNC(=O)CSc2nc3ccccc3c3nc(CCN4CCCCC4)nn23)cc1,16,7,7,1.1,-4,1759,0.53,1,-10,1,-14
Oc1ccccc1N=Nc1ccccc1O,6,1,-4,1,3,1408,0.015,1.3,-1,1.1,-9
COc1cccc(/C=N/N2C(=O)NC3(CCCCC3)C2=O)c1O,-6,-1,-8,0.9,-5,1404,-0.41,1,11,0.9,nt
Clc1ccc(C(c2nnnn2C2CCCC2)N2CCN(Cc3ccncc3)CC2)cc1 (stereo not given),8,9,5,0.9,3,1543,-1.7,1.1,13,1.3,32
NC(=O)c1cc(Br)cc2c3c([nH]c12)CCCC3,2,5,0,0.8,6,1381,0.82,0.8,25,0.8,-9
O=C(Cc1ncn[nH]1)NCCc1ccccc1,9,-3,4,0.8,-1,1537,nt,0.9,22,0.8,-3
CCOc1ccc(-n2c(SCC(=O)Nc3cc(OC)c([N+](=O)[O-])cc3C)nc3ccccc32)cc1,-2,2,-1,0.9,-1,1683,nt,1,12,1,4
CC(C)N1C(=O)CCC1C(=O)N1CCN(c2ccccn2)CC1 (stereo not given),2,2,-7,0.9,10,1438,-0.11,1,6,1,-46
Cc1cc(N(CCO)CCO)ccc1N=Nc1cc(F)ccc1F,10,1,-4,0.9,-2,1410,-0.25,0.9,14,0.9,-17
CCC12C(=O)C(CC)(C(c3ccccc3)=C1c1ccccc1)[C@@H]1C(=O)N(c3ccc(C)cc3)C(=O)C12 (stereo not given in full),1,-2,-2,0.9,12,1734,nt,0.8,14,0.9,-6
COc1ccccc1NC(=O)Cc1noc(CSc2nnc(C)n2C)n1,0,2,1,0.9,-1,1700,0.57,1,7,1,-7
CC(OC(=O)c1ccc2c(=O)n3c(nc2c1)CCCCC3)C(=O)Nc1ccc(F)cc1Cl (stereo not given),-6,3,1,0.9,2,1656,nt,1,7,1,-1
COc1ccc(/C=C/C=N/NC(=O)COc2ccc(OC)cc2)cc1,4,5,8,1,0,1594,-0.0077,1.1,2,1,-9
CC(C)(C)S(=O)(=O)/C(C#N)=N/Nc1ccc(S(C)(=O)=O)cc1,10,6,10,0.9,5,1759,-0.33,1.1,10,0.9,-15
Cc1ccccc1N1C(S)=C(C#N)C(=O)NC12CCCCC2,6,2,-2,0.9,6,1728,0.33,0.8,6,0.9,-2
CCOC(=O)C1=C(N)OC2=C(C(=O)CCC2)C1c1ccco1 (stereo not given),14,7,6,0.8,0,1465,0.21,0.8,23,0.9,10
Cc1ccc(-c2cc(C(=O)Nc3c(C)n(C)n(-c4ccccc4)c3=O)[nH]n2)c(O)c1,5,8,16,0.9,9,1690,0.12,1,8,0.9,-21
CCCC(=O)O[C@@H]1C[C@@H](C)N(C(=O)c2ccccc2)c2ccc(C)cc21,4,-6,13,0.8,7,1759,nt,1,17,1,nt
COc1ccc(S(=O)(=O)CCC(=O)Nc2cccc(OC)c2)cc1,-3,-2,-10,0.9,17,1560,0.33,0.9,10,0.9,9
COc1ccc(Cl)c2c1[nH]c1nc(SCc3cccnc3)nnc12,-3,-5,0,0.9,-4,1413,0.46,0.9,6,0.9,-6
CCS(=O)(=O)N1CCC(NC(=O)c2ccco2)CC1,3,-16,1,1,5,1242,-0.017,1.1,2,1,-12
COc1ccc(OCC(=O)Nc2sc3c(c2C(=O)NCC2CCCO2)CCC3)cc1 (stereo not given),1,-3,-7,0.9,9,1386,nt,0.8,9,0.9,nt
CC(Cc1c[nH]c2ccccc12)NC(=O)OCCCl (stereo not given),-2,2,-6,1,7,1379,0.79,1.2,4,1.1,-7
N/C(Cc1ccc([N+](=O)[O-])cc1)=N\OC(=O)c1ccc([N+](=O)[O-])cc1,-1,0,5,0.8,1,1572,-0.022,0.9,16,0.9,nt
O=C(OCC(=O)N1CCc2ccccc21)c1ccc[nH]c1=O,-6,-5,-4,1,4,1306,0.19,0.9,4,0.9,-5
COC(=O)CN1C(=O)C2(OCCCO2)c2ccccc21,4,2,10,0.9,4,1558,nt,0.9,11,0.9,2
OCCCNc1nc(-c2ccc(Cl)cc2)nnc1-c1ccccc1,1,-1,3,1,16,1623,nt,1.1,-5,1,10
CC(=O)c1ccc(NC(=O)CSc2nccn2CCc2ccccc2)cc1,1,16,-1,0.9,3,1487,-1.6,0.9,13,1,nt
c1ccc2c(NC3C4CC5CC(C4)CC3C5)nc(N3CCOCC3)nc2c1 (stereo not given),2,0,2,0.9,18,1557,-0.38,1,12,1,-1
Cc1cccc(-n2cnc(C(=O)N3CCN(C)CC3)c2)n1,8,3,-7,0.9,15,1509,-0.059,0.9,9,0.9,-11
COc1ccc(N2C(=O)/C(=C3/C=CC=CN3C)SC2=S)cc1,-4,-4,-10,0.9,0,1580,0.046,1,7,1,-5
CC(NS(=O)(=O)c1ccc(Br)cc1)C(=O)NCCc1ccccc1 (stereo not given),-5,0,-1,1,27,1540,nt,1,3,1,-5
c1ccc(CCNc2ncnc3c2nnn3Cc2ccccc2)cc1,-5,-1,3,0.9,-27,1521,nt,0.9,8,0.9,nt
Cc1ccccc1-n1nc(-c2ccc(N)cc2)cc1N,-1,-1,-3,0.8,-6,1509,-0.76,0.8,22,0.9,-27
COc1ccccc1CNC(=O)CCCNS(=O)(=O)c1cccc2nsnc12,6,4,7,0.9,6,1475,0.32,1.1,6,1,19

# 2 entries from above, with each value named:
> O=C(OCC(=O)N1CCc2ccccc21)c1ccc[nH]c1=O
  PPARg SRC-1 ag = -6
  PPARg SRC-3 ag = -5
  PPARg SRC-2 ag = -4
  Diaph act CS = 1
  G6PDH counter = 4
  SRC2 TRFRET art = 1306
  ROMK primary = 0.19
  PMI activator = 0.9
  Diaphorase inh = 4
  PMI act hi M6P = 0.9
  S1P3 antag = -5

> COc1ccc(OCC(=O)Nc2sc3c(c2C(=O)NCC2CCCO2)CCC3)cc1 (stereo not given)
  PPARg SRC-1 ag = 1
  PPARg SRC-3 ag = -3
  PPARg SRC-2 ag = -7
  Diaph act CS = 0.9
  G6PDH counter = 9
  SRC2 TRFRET art = 1386
  ROMK primary = nt
  PMI activator = 0.8
  Diaphorase inh = 9
  PMI act hi M6P = 0.9
  S1P3 antag = nt

# (list continues)
SMILES,PPARg SRC-1 ag,PPARg SRC-3 ag,PPARg SRC-2 ag,Diaph act CS,G6PDH counter,SRC2 TRFRET art,ROMK primary,PMI activator,Diaphorase inh,PMI act hi M6P,S1P3 antag
Cc1ccc(-c2ccc(=O)n(CC(=O)NCCN3C(C)CCCC3C)n2)cc1 (stereo not given),1,-4,-1,1,10,1333,nt,1.2,-2,1.1,3
O=C(CSC1=NCCS1)N1CCCC1,-6,-2,0,1,9,1486,nt,1,4,1,-2
COc1ccc(CCNC(=O)c2oc3ccc(S(=O)(=O)N4CCOCC4)cc3c2C)cc1OC,-8,-4,0,0.7,6,1426,0.36,0.9,29,0.9,nt
O=C(COC(=O)c1cc[n+]([O-])cc1)NCC12CC3CC(CC(C3)C1)C2,0,-2,0,0.9,3,1461,-0.0014,1,6,1.1,nt
CC(=O)OC12CC3CC(C1)C(=NO)C(C3)C2,0,16,-3,0.8,-11,1406,1.6,0.9,16,0.9,nt
O=C(CCCOc1ccccc1)N1CCc2ccccc2C1,-1,-4,-3,0.9,-3,1443,nt,0.8,14,0.9,-43
COC(=O)C1=C(C)NC(c2c(O)ccc3ccccc23)C(C(=O)OC)=C1C (stereo not given),-2,-1,1,0.8,0,1459,0.56,0.9,16,1,-13
CCOC(=O)N1CCN(C(=O)c2ccc(N3CCCC3=O)cc2)CC1,3,19,6,1,5,1521,nt,1,5,0.9,-31
COc1cc(C2NC(=O)C(C#N)=C(S)N2c2ccccc2)ccc1OC(C)C (stereo not given),-1,-4,-6,0.9,0,1396,nt,1.1,7,1.1,nt
OC1(c2cccc(C(F)(F)F)c2)CCN(c2ncnc3c2[nH]c2ccccc23)CC1,1,0,-11,nt,nt,1515,0.014,nt,nt,nt,nt
CN(CC(=O)O)S(=O)(=O)c1cccs1,6,-10,-5,1,6,1645,0.32,1,-1,1,14
CCCC12CN3CCN(CC(C3)/C1=N\NC(=O)c1ccc(C(C)(C)C)cc1)C2,4,-1,1,0.7,-6,1366,1.2,0.8,32,0.9,7
CN(C)CCCCNCCCNC(=O)/C=N\O,2,2,-8,1,0,1597,0.18,1.1,1,1.1,nt
CCc1ccccc1OCCCCN1CCCC1,-4,-4,6,0.9,-11,1418,1.5,0.9,10,0.9,-2
CCOc1ccc2[nH]c(=O)c(CN(CCc3ccccc3)C(=O)N3CCCC3)cc2c1,9,5,5,0.8,4,1559,nt,0.9,20,0.9,nt
C=CCn1c(-c2c[nH]c3ccccc23)n[nH]c1=S,7,11,8,1,4,1758,-1.1,1.1,-3,1.1,17
Cc1ccn2cc(-c3cccc(NC(=O)c4cccs4)c3)nc2c1,5,7,8,0.9,-2,1850,-0.021,0.9,11,0.9,-2
